# mHTT CaM bind – disrupts binding of mutant huntingtin to calmodulin; inhibition, % at 15 µM; AlphaScreen His-mHTT/GST-CaM binding, luminescence; 190,000 compounds, 3.6% hits; P42858;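 further: 0% = both proteins with DMSO and 100% = one protein alone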
# Pf apPOL block – Pf-apPOL DNA polymerase inhibition; Recombinant Pf-apPOL, molecular beacon fluorescence, 1.5 h; 210,000 compounds, 0.25% hits; inhibition, % at 10 µM
# Numbers without * were called inactive; i = inactive; . = no result given; & = joins results of further samples. No stated cut-off is given here; in the data, active means inhibition above about 50%; inactive means the rest.
# Fields: mHTT CaM bind, Pf apPOL block
COc1ccc(S(=O)(=O)N2CCC(C(=O)N3CCC(Cc4ccccc4)CC3)CC2)cc1
  6, 0
CCOC1=NC(C(F)(F)F)(C(F)(F)F)N=C(N2CCOCC2)O1
  ., -4
CC1CCN(C(=O)c2ccc(Cl)c(Cl)c2)CC1
  -13, -11
Cc1ccc2nc(NC3=NC(C(=O)Nc4ccc(Cl)c(Cl)c4)CC(=O)N3)nc(C)c2c1 (stereo not drawn)
  21, 0
O=C(CSc1nc2ccccc2[nH]1)NCc1cc(C(=O)c2ccccc2)ccc1O
  13, -1
Cc1c(-c2noc(C(=O)NCC(C)c3ccccc3)n2)oc2ccccc12 (stereo not drawn)
  -23, 2
Cc1cc(OCc2nc(-c3ccccn3)no2)cc(C)c1Br
  -7, -3
O=C(NC1CCCCC1)c1ccc2ncnc(N3CCCC3)c2c1
  34, 7
Cc1ccc2nc(/C(C#N)=C/c3cn[nH]c3-c3ccccc3)[nH]c2c1
  30, -2
C(=Nc1ccc(C23CC4CC(CC(C4)C2)C3)cc1)c1cccnc1
  12, 1
COc1ccc(C2CC(=O)Oc3c(C(CCN4CCCCC4)c4ccc(N(C)C)cc4)c(OC)cc(OC)c32)cc1 (stereo not drawn)
  101*, 1
Cc1ccc(OCCOc2ccc([N+](=O)[O-])cc2/C=C2\C(=O)NN(c3ccccc3)C2=O)cc1
  8, -28
COc1ccc(C(=O)N2CCN(Cc3ccncc3)CC2)cc1
  7, 4
CC(C)CC(=O)Nc1ccc2c(c1)CC(C(=O)NCC1CCCCC1)CO2 (stereo not drawn)
  -7, -3
CCC(C)NC(=O)CCc1nc2ccccc2n(Cc2c(F)cccc2Cl)c1=O (stereo not drawn)
  0, -6
CC(C)(O)/C(=C/C=C/S(=O)(=O)c1ccccc1)Sc1ccccc1
  5, -2
COc1cc(C2OC(=O)c3ccccc3S2)cc(OC)c1OC (stereo not drawn)
  ., 4
NC(=O)C1CCN(C(=O)c2ccc(-n3nnc4ccccc4c3=O)cc2)CC1
  7, -4
O=C(NCc1ccc(N2CCOCC2)nc1)c1ccc(Cl)s1
  4, -8
CC(=O)Oc1ccc2c(=O)c(Oc3ccccc3Br)c(C)oc2c1
  20, -3

# Single entries from the results shown:
# NC(=O)C1CCN(C(=O)c2ccc(-n3nnc4ccccc4c3=O)cc2)CC1 | Pf apPOL block = -4
# CCC(C)NC(=O)CCc1nc2ccccc2n(Cc2c(F)cccc2Cl)c1=O (stereo not drawn) | Pf apPOL block = -6

# More entries follow:
# Fields: mHTT CaM bind, Pf apPOL block
O=C(O)C=Cc1ccc(O)c(O)c1
  ., -6
CCOc1ccccc1C(=O)NCC(O)c1ccc(C)o1 (stereo not drawn)
  -8, -9
CC(C)N1Cc2nnn(Cc3ccccc3)c2-c2ccccc2S1(=O)=O
  -14, -8
Cc1cc(C(=O)NCc2cccs2)nc2ccnn12
  -10, 0
O=C(Nc1ccc2oc(Cc3ccccc3Cl)nc2c1)c1cccs1
  -8, -4
Clc1cc(N=Cc2ccc3c(c2)OCO3)ccc1Br
  -4, .
Cc1cc(C)c(C#N)c(SCc2ccc(Br)cc2)n1
  -7, 0
O=C(c1ccc(Br)o1)N1CC(c2nc(-c3cnccn3)no2)C1
  -8, -6
Cn1cccc1C(=O)N1CC2CC(NS(=O)(=O)c3cccnc3)C1C2 (stereo not drawn)
  17, -5
O=S(=O)(c1ccc(F)cc1)N1CCc2nc(-c3ccc(F)cc3)ncc2C1
  -4, 1

# Pulled one by one from the entries so far, 2 records:
# Fields: mHTT CaM bind, Pf apPOL block
Cc1cc(C(=O)NCc2cccs2)nc2ccnn12
  -10, 0
Cc1cc(C)c(C#N)c(SCc2ccc(Br)cc2)n1
  -7, 0

# Continuation:
# Fields: mHTT CaM bind, Pf apPOL block
CC(NC(=O)c1ccco1)C(=O)O (stereo not drawn)
  0, 1
O=C(NCc1ccco1)C1CCCN(c2cn[nH]c(=O)c2)C1 (stereo not drawn)
  6, 6
COc1ccc(OC)c(CNC(=O)c2nc(C)n(C3CCN(C(C)=O)CC3)c2C)c1
  11, -5
O=S(=O)(NCC1COc2ccccc2O1)c1cccs1 (stereo not drawn)
  ., -9&9
Cc1cc(NC(=O)C2CCN(C(=O)c3csc(-c4ccccc4)n3)CC2)no1
  -14, -6
O=C(CSc1nc2ncccc2[nH]1)Nc1ccc(Cl)c(Cl)c1
  19, 2
COc1ccc(Cl)cc1N(CC(=O)N1CCCCC1)S(=O)(=O)c1ccccc1
  16, 1
CCCCN1CCN(C(=O)CC2CCN(c3ccnc(OC)n3)CC2)CC1
  15, -5
CCCn1cnnc1C1CCCCN1Cc1cn[nH]c1-c1cccs1 (stereo not drawn)
  6, 9
CC1=C(C(=O)Nc2c(F)cccc2F)C(c2ccccc2)C2=C(CC(c3ccccc3)CC2=O)N1 (stereo not drawn)
  5, -19
O=C(NC1CC1)c1cc(=O)[nH]c2ccc(F)cc12
  -2, -2
Cn1c(=O)c(C(=O)NC2CC2)nc2ccccc21
  -4, -2
CCCNC(=O)C1c2ccccc2CC(=O)N1CC (stereo not drawn)
  -4, 2
COc1ccc(CNCCC2(c3ccccc3)CCOC(C(C)C)C2)cc1OC (stereo not drawn)
  0, 5
C=CCn1cnc2sc3c(c2c1=O)CCC(C)C3 (stereo not drawn)
  ., -13
Cc1nnc(SCC(N)=O)s1
  -3, .
CCCCNC(=O)CCC1N=C2c3ccccc3N=C(SCC(=O)c3ccccc3)N2C1=O (stereo not drawn)
  11, -4
CC(=O)Nc1cccc(OCCCNC(=O)C2CCCCC2)c1
  ., 0&-4
CCN(CC(=O)N1CCCc2c1c(=O)oc1ccc(O)cc21)c1cccc(C)c1
  -2, -9
CCN1C(=O)C=CC1=O
  ., -8
CCN1CCN(C2=NC(=O)/C(=C/c3ccc(O)cc3)S2)CC1
  6, 0
COc1ccc(/C=C2\C(C)=C(C#N)c3nc(N)c(C#N)c(C)c32)c(OC)c1
  8, -2
Clc1ccccc1-c1noc(-c2cccs2)n1
  -49, -2
Clc1ccc(OCc2nc(-c3cccnc3)no2)c(Br)c1
  11, -4
CC(C)c1ccc(NC(=O)C2OC3OC(C)(C)OC3C3OC(C)(C)OC23)cc1 (stereo not drawn)
  -6, -4
Cc1ccc(Sc2ccc(NC(=O)Nc3ccc(SC(F)(F)F)cc3)cn2)cc1
  ., -10
COc1ccc(Cl)cc1-c1nc(C=Nc2cc([N+](=O)[O-])ccc2C)c(O)o1
  2, 2
Cc1ccc2c(CN3CC(C)CC(C)C3)cc(=O)oc2c1 (stereo not drawn)
  -14, 0
CCC(=O)NCc1nc2c(n1C)CN(S(=O)(=O)c1cccs1)CC2
  12, -3
COCCNC(=O)C1CCN(c2ccc(N3CCOCC3)nn2)CC1
  6, 0
O=C1CC(NCc2ccc(F)cc2)C(=O)N1c1ccccc1 (stereo not drawn)
  -9, -6
CN(C)CCNC(=O)CCS(=O)(=O)Cc1ccccc1Cl
  -2, -15
CS(=O)(=O)Oc1ccc2c(=O)c(-c3ccc(Cl)cc3)coc2c1
  2, -10
Cc1cc(=O)[nH]c(SCC(=O)c2ccc(F)cc2)n1
  -1, -2
CC(C)c1cc(C2CCCN2C(=O)c2c(F)cccc2Cl)on1 (stereo not drawn)
  -12, -4
COc1cccc(CNC(=O)C2CC(=O)N(c3ccc4c(c3)CCN4C(C)=O)C2)c1 (stereo not drawn)
  -4, -3
Cn1nnnc1SCc1c(Cl)cccc1Cl
  -3, -4
COc1ccc(N2C=C(C#N)S(=O)(=O)c3c(F)cccc32)c(C)c1
  -8, 0
CN(C)S(=O)(=O)N1CCCC(c2cc(-c3ccc(F)cc3)n[nH]2)C1 (stereo not drawn)
  8, -2
COc1cc(NC(=S)Nc2cccc(C)n2)c(OC)cc1Cl
  ., 0

# The final 4 compounds of the section above come first, to join the parts.
# Fields: mHTT CaM bind, Pf apPOL block
Cn1nnnc1SCc1c(Cl)cccc1Cl
  -3, -4
COc1ccc(N2C=C(C#N)S(=O)(=O)c3c(F)cccc32)c(C)c1
  -8, 0
CN(C)S(=O)(=O)N1CCCC(c2cc(-c3ccc(F)cc3)n[nH]2)C1 (stereo not drawn)
  8, -2
COc1cc(NC(=S)Nc2cccc(C)n2)c(OC)cc1Cl
  ., 0
CC1CCCCC1NC(=O)Nc1cn(C)c2ccccc12 (stereo not drawn)
  -10, -1
CCCC(=O)Nc1c2c(nn1-c1ccc(C)cc1C)CSC2
  12, -3
CCCN(CCC)C(=O)c1ccccc1NC(=O)CCN1C(=O)c2ccccc2C1=O
  -4, 2
O=C(Nc1ccccc1)c1ccc(OCC(=O)C2CC2)cc1
  -6, -7
CN(Cc1ccccc1)Cc1nc2c(c(=O)n(C)c(=O)n2C)n1Cc1ccc(Cl)cc1Cl
  4, 3
CCN1CCN(C(=O)c2csc(Nc3ccccc3)n2)CC1
  3, 1
Cn1nnnc1SCC(=O)NCCn1nc(-c2ccco2)ccc1=O
  -13, 4
COc1ccc(Cl)cc1C(=O)Nc1c2c(nn1-c1ccc([N+](=O)[O-])cc1)CSC2
  7, -10
CC1=C/C(=N\OC(=O)c2ccccc2Cl)C(C)=CC1=O
  i, -6
COc1ccc(CN2COc3ccc4c(c3C2)OC(=Cc2ccc(OC)c(OC)c2OC)C4=O)cc1
  0, -15

# Reprinted from the part before: 5 compounds; new compounds follow.
# Fields: mHTT CaM bind, Pf apPOL block
CCN1CCN(C(=O)c2csc(Nc3ccccc3)n2)CC1
  3, 1
Cn1nnnc1SCC(=O)NCCn1nc(-c2ccco2)ccc1=O
  -13, 4
COc1ccc(Cl)cc1C(=O)Nc1c2c(nn1-c1ccc([N+](=O)[O-])cc1)CSC2
  7, -10
CC1=C/C(=N\OC(=O)c2ccccc2Cl)C(C)=CC1=O
  i, -6
COc1ccc(CN2COc3ccc4c(c3C2)OC(=Cc2ccc(OC)c(OC)c2OC)C4=O)cc1
  0, -15
COc1ccccc1Cn1cnc2ccccc21
  -4, 0
CS(=O)(=O)C(C#N)=CNc1ccc(OC(F)(F)F)cc1
  ., -19
Cc1ccc2nc(-c3ccc(C)o3)c(NC(=O)C(Cl)Cl)n2c1
  37, 25
COc1ccc(OC)c(C2C3=C(CCCC3=O)Nc3nnnn32)c1 (stereo not drawn)
  2, 4
O=C(O)C1CSC(c2c(F)cccc2Cl)N1 (stereo not drawn)
  0, 0
CCN1CCN(C(=O)c2cnc(-c3ccc(F)cc3)nc2N(C)C)CC1
  2, -4
O=C(NCC(O)c1cccs1)Nc1cccs1 (stereo not drawn)
  -6, 6
NS(=O)(=O)c1ccc(CCN=CC2=C(O)c3ccccc3C2=O)cc1
  6, 0
COc1ccc(CCCN=C(N)N)cc1Cl
  -2, -12
COc1cc([N+](=O)[O-])ccc1NC(=O)c1c(C)nn(-c2ccccc2)c1Cl
  -7, 9
COc1ccccc1OCCCSC#N
  -4, -2
COc1ccc(C(NC(=O)/C=C/c2ccc3c(c2)OCO3)C(=O)Nc2ccc(C(C)C)cc2)cc1 (stereo not drawn)
  6, -5
Cc1ccc(C2CC(C(F)(F)F)n3ncc(C(=O)NCCCN4CCOCC4)c3N2)cc1 (stereo not drawn)
  15, 2
O=C(Nc1nc(CC(=O)N2CCN(C(=O)c3ccco3)CC2)cs1)c1ccc(=O)[nH]c1
  -9, 11
O=[N+]([O-])c1cccc2c1NC(c1ccc(Br)cc1)C1CC=CC21 (stereo not drawn)
  82*, 1
O=C(Nc1cc(Cl)cc(Cl)c1)c1ccc(F)c(S(=O)(=O)N2CCc3ccccc32)c1
  -5, 28
CCCOc1ccc(C(=O)Nc2ccc(Cl)cn2)cc1
  -11, -2
O=C1NC2(CCN(C(=O)NCCc3ccccc3)CC2)Nc2c(Cl)cccc21
  7, -3
Cc1ccc(C(=O)Nc2nnc(C3CC(=O)N(c4ccc(F)cc4)C3)o2)cc1 (stereo not drawn)
  8, -1
O=[N+]([O-])c1ccc(OCCCNCc2ccco2)cc1
  2, -2
Cc1noc(-c2cccnc2)c1C(=O)NCc1cc(F)cc(F)c1
  -8, -1
O=C(NCc1ccc2c(c1)CCO2)C1=Cc2ccccc2OC1
  ., -1
CCCCN(CCCC)C(=O)C[n+]1cccc(/C=N/O)c1
  i, -6
O=C(Nc1ccc(F)c(F)c1)c1ccc(F)c(S(=O)(=O)NCCc2ccc(Cl)cc2)c1
  50*, -23
CC(C)(C)c1cc(Cl)c(O)c(NC(=O)c2cncc(Br)c2)c1
  6, -14
CC(=O)NCCc1csc(C2CCCN(C(=O)Cc3cccc(F)c3)C2)n1 (stereo not drawn)
  25, -1
O=C(NC1CCCCC1)C1CCCN(c2nnc3ccccn23)C1 (stereo not drawn)
  -6, 0
CC(=O)Nc1cccnc1-c1ccc(C(=O)Nc2ccc(C(C)C)cc2)cc1
  24, 1
COc1ccc(-c2coc3cc(OCC(=O)O)ccc3c2=O)cc1OC
  -1, 2
COc1ccc(N2C(=O)CSC2c2ccc3c(c2)OCO3)cc1OC (stereo not drawn)
  1, -2
CCc1ccccc1NS(=O)(=O)c1ccc(Cl)cc1
  -19, -1
COc1ccc(-c2c(C)oc3cc(OCC(=O)NN)ccc3c2=O)cc1OC
  8, -6
CCCCc1nc(N2CCCC2)c(C#N)c2c1COC(C)(C)C2
  -16, -7
O=C(Nc1ccc(N2CCN(C(=O)c3ccccc3)CC2)nc1)c1ccccc1
  -5, -6
CN(C)c1ccc(C2C3=C(CC(C)(C)CC3=O)Nc3ncnn32)cc1 (stereo not drawn)
  -1, 0
Cc1cc(C)c(S(=O)(=O)N2CCC(c3cc4n(n3)CCCN(C)C4=O)CC2)cc1C
  11, -2
Cc1ccc(NS(=O)(=O)c2ccc(F)cc2)c(Br)c1
  -4, 0
CC(C)NC(=O)c1cn(-c2ccccc2)nn1
  -12, -2
C(=C1c2ccccc2-c2c1ccc1ccccc21)c1cc2c3c(cccc3c1)-c1ccccc1-2
  ., -7
O=C(NCCCN1CCCC1)C1CC(=O)N(C2CCCC2)C1 (stereo not drawn)
  5, -2
CC(C)S(=O)(=O)c1cscc1NC(=O)c1ccccc1Cl
  ., -6
O=c1c2ccccc2nc(SCCc2ccccc2)n1-c1ccccc1
  -6, 1
NS(=O)(=O)c1ccc(CNS(=O)(=O)c2cccc3nonc23)cc1
  ., -11

# Assay outcomes: PubChem BioAssay, University of Kansas High Throughput Screening Laboratory
